ALDH1A1 inh = qHTS Assay for Inhibitors of Aldehyde Dehydrogenase 1 (ALDH1A1); Purified ALDH1A1, NADH fluorescence, propionaldehyde substrate; Potency, µM (series often up to 75.3 µM), for inactives: top-dose activity, negative = inhibition, hits mostly inhibitors; actives 7.3% (n = 220,000); AID 1030, 2008; active = well fitted inhibition curve with a large enough effect, not every such curve was filed as active; inconclusive = small, poorly fitted or top-dose-only effect, or another doubt; inactive = no such curve, though single readings can be large or run the other way;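 also: plate controls were no enzyme wells and a reference inhibitor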
Target sequence (P00352 whole entry, looked up): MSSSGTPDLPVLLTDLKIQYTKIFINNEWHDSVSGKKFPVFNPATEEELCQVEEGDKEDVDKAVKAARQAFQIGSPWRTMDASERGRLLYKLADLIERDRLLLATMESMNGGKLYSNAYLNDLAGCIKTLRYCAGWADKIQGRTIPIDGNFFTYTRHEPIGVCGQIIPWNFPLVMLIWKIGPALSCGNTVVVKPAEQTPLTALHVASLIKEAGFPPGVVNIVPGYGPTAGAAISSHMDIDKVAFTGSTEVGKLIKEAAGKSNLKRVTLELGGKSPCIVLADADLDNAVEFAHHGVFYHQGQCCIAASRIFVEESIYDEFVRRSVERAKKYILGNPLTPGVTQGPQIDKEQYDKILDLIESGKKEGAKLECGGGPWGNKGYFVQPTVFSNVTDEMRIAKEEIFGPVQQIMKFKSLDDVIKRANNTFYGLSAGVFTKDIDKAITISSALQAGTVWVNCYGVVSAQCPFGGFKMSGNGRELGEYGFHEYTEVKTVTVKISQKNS
aGal spleen mod = qHTS Assay for Inhibitors and Activators of Human alpha-Galactosidase From Spleen Homogenate; Alpha-galactosidase A (Homo sapiens), P06280; human spleen homogenate, 4MU-alpha-Gal fluorescence, 40 min; Potency, µM (highest dose often 80 µM), for inactives: at the top dose activity change, negative = inhibition, actives largely listed as inhibitors; actives 0.008% (n = 240,000); AID 2107, 2009;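 also: 0% = enzyme with vehicle and -100% = no enzyme basal signal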
Target sequence (P06280 32-429 limits assumed): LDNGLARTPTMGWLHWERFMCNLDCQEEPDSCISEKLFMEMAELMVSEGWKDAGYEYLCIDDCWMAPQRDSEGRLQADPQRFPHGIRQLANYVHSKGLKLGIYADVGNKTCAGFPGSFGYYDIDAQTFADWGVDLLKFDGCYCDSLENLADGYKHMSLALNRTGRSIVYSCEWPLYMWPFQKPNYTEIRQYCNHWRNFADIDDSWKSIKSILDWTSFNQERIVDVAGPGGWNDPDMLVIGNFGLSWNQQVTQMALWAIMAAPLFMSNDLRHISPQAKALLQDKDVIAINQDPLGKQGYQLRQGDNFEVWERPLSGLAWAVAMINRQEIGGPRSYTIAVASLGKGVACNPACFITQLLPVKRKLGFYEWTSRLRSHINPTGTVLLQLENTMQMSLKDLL
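qHTS titration in buffer at pH 5.0. Alpha-galactosidase activity in spleen homogenate was measured via 4-methylumbelliferone release from 1 mM fluorogenic substrate after 40 min at 37C and a pH 10 stop. AC50 came from Hill fits of control-normalized data.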
L3MBTL1 inh = qHTS Assay for the Inhibitors of L3MBTL1. actives 0.66% (n = 230,000). AlphaScreen L3MBTL1–H3K9me1 peptide binding. Lethal(3)malignant brain tumor-like protein 1 (Homo sapiens), Q9Y468. AID 485360, 2010. Potency, µM (series often up to 57.1 µM), inactives show at the top dose activity, negative = inhibition, hits mostly inhibitors; also: nearly all actives have a fitted effect of over 60% in size
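L3MBTL1 (50 nM) pre-complexed 30 min with biotinylated H3(1-15)K9me1 peptide (75 nM), then compounds added for 30 min at room temperature; AlphaScreen streptavidin donor/nickel chelate acceptor beads (10 ug/mL final) read after 30 min dark incubation.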
Tau fibril FP = qHTS for Inhibitors of Tau Fibril Formation, Fluorescence Polarization; actives 0.39% (n = 280,000); Potency, µM (doses to about 57.7 µM), for the others: at the top dose activity, negative = inhibition, actives largely listed as inhibitors; AID 1468, 2008; Microtubule-associated protein tau (Homo sapiens), P10636; K18 P301L tau heparin fibrillization, Alexa594 FP, 6 h; also: nearly all actives have a fitted effect of over 55% in size
Target sequence (P10636 561-689 P618L limits assumed): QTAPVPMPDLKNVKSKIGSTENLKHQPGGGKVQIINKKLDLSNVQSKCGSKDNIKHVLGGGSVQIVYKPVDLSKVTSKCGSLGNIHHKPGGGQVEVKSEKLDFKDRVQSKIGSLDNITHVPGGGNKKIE
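FP of Alexa 594-tau after heparin (20 uM) induction. Substrate: human K18 P301L, 15 uM unlabeled, 0.24 uM labeled. Buffer 100 mM sodium acetate pH 7. 6 hr, 37 C.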
Tau fibril ThT = qHTS for Inhibitors of Tau Fibril Formation, Thioflavin T Binding; actives 2.1% (n = 270,000); Potency, µM (titrated, usually from 57.4 µM), without a hit: top-dose activity, negative = inhibition, usual class: inhibitors; Microtubule-associated protein tau (Homo sapiens), P10636; recombinant tau K18 P301L, heparin-induced fibrillization, ThT fluorescence; also: nearly all actives have a fitted effect of over 55% in size
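Recombinant human tau K18 fragment […] carrying P301L, 15 uM unlabeled plus 0.24 uM Alexa 594-labeled, was fibrillized with 20 uM heparin in 100 mM sodium acetate pH 7 for 6 hr at 37 C; 30 uM ThT fluorescence read after 1 hr.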
TRb-SRC2 inh = qHTS for Inhibitors of the Interaction of Thyroid Hormone Receptor and Steroid Receptor Coregulator 2. Thyroid hormone receptor beta (Homo sapiens), P10828. TRbeta-SRC2 peptide binding, fluorescence polarization; receptor liganded with 1 µM T3. Potency, µM (doses to about 106 µM), inactives show at the top dose activity change, negative = inhibition, hits mostly inhibitors. actives 0.065% (n = 280,000). AID 1469, 2008;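 also: plate controls were bound peptide for no effect and peptide without receptor for full effect; nearly all actives have a fitted effect of over 50% in size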
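Quantitative HTS by FP: 0.6 uM TRb LBD, 20 nM labeled SRC2 20-mer, 1 uM T3, 5% DMSO; 5 hr ambient incubation; % activity per concentration and potencies from concentration series.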
TexasRed fluor = Total Fluorescence Counterscreen for Inhibitors of the Interaction of Thyroid Hormone Receptor and Steroid Receptor Coregulator 2; TRb/SRC2 Texas Red total fluorescence interference; Potency, µM (highest dose often 106 µM), without a hit: at the top dose fluorescence change, negative = quenching; actives 0.29% (n = 280,000); AID 1479, 2009; active = well fitted curve in either direction with a large enough effect; inconclusive = small, poorly fitted or top-dose-only effect
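Human TRb ligand-binding domain at 0.6 uM with 20 nM Texas Red SRC2 peptide in Tris buffer containing 1 uM T3 and 5% DMSO, incubated with compound 5 h at ambient temperature. Total fluorescence (555/632 nm) calculated as parallel + 2 × perpendicular.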
Tau fluor cs = Counterscreen qHTS for Inhibitors of Tau Fibril Formation, Fluorescence Polarization; tau K18 P301L Alexa594 fluorescence, heparin fibrillization; Potency, µM (doses to about 57.7 µM), inactives show top-dose activity change, negative = decrease; actives 0.93% (n = 280,000); also: nearly all actives have a fitted effect of over 55% in size
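Human tau K18 P301L (15 uM unlabeled, 0.24 uM Alexa 594-labeled) in 100 mM sodium acetate pH 7 with 20 uM heparin, 6 hr at 37 C. ThT 30 uM added, 1 hr ambient; Alexa 594 FP and total fluorescence read at 555/632 nm.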
Starred values were filed as active, the others as inactive; ? = inconclusive; / = not tested or not shown; [ ] = dose if it differs, or a comment. Unless noted, calls follow the shape of the dose curve; as a rule, active = well fitted curve in the direction sought with a large enough effect; inconclusive = small, poorly fitted or top-dose-only effect, or another doubt; inactive = no such curve, though single readings can be large; an effect the other way counts as inactive or inconclusive. Unless noted, % is scaled to controls: 0 for no effect and ±100 for the full control effect; potency is read from the fitted curve at half-maximal effect.

SMILES	ALDH1A1 inh	aGal spleen mod	L3MBTL1 inh	Tau fibril FP	Tau fibril ThT	TRb-SRC2 inh	TexasRed fluor	Tau fluor cs
CCN(CC)c1ccc(NC(=O)c2cc3ccccc3o2)c(C)c1	-6%	-2%	0%	10%	?	-19%	2%	-15%
CCC(C)(C)NC(=O)C(c1cccs1)N(CC1CCCO1)C(=O)Cn1nnc2ccccc21 (centres undefined)	5%	2%	9%	-4%	-2%	-12%	-1%	-5%
O=C(CC1SC(=O)N(Cc2ccccc2Cl)C1=O)Nc1nccs1 (centres undefined)	/	2%	/	?	/	-2%	0%	-9%
Cc1cc(C(=O)NNc2c(Cl)cccc2Cl)no1	/	6%	8%	-1%	-6%	-2%	-4%	-6%
CCOC(=O)c1oc2ccc(CNC3CCCCC3)c(Cl)c2c1C	?	9%	7%	-12%	-1%	-14%	-2%	-5%
Cc1ccc(Cn2ccnc2SCC(=O)Nc2ccc3c(c2)OCCO3)cc1	/	/	/	3%	-12%	0%	-1%	-22%
Cc1cc(=O)[nH]c(-n2[nH]c3c(c2=O)CCCC3)n1	?	0%	-3%	-3%	-11%	8%	-4%	-7%
CCCCn1c(=O)c(CCC(=O)OCC(=O)Nc2ccc(C)c(Cl)c2)nc2ccccc21	-9%	-4%	3%	-8%	2%	0%	-15%	-13%
CCCCn1c(SCC(=O)N2c3ccccc3CCc3ccccc32)nc2c1c(=O)n(C)c(=O)n2C	-14%	4%	-16%	-6%	-14%	-13%	-4%	-8%
Nc1cc2c(cc1[N+](=O)[O-])OCCO2	-8%	-27%	-4%	5%	?	-4%	-3%	5%
Cn1ncc2c(Nc3cccc(Cl)c3)nc(Nc3cccc(Cl)c3)nc21	7%[13.5 µM]	1%	-5%	8.9µM*	16%	2%	0%	?
COc1ccc(NC(=O)CSc2nnc(-c3ccncc3)n2C)cc1	0%	2%	/	2%	-6%	-6%	-1%	-3%
COC(=O)/C(=C/c1ccc2c(c1)c1ccccc1n2C)NC(=O)c1ccccc1	?	2%	-16%	3%	-15%	7%	2%	-25%
O=C1c2cccc3c(Nc4ccccc4Cl)c([N+](=O)[O-])cc(c23)C(=O)N1CCO	-6%	0%	?	18%	11µM*	-13%	3%	?
COc1ccc2nc(C(F)(F)Cl)c(C#N)c(N)c2c1	15%	-9%	1%	-13%	-7%	5%	2%	?
O=C(Nc1ccc(F)c(Cl)c1)Nc1csc2ccccc12	/	0%	/	?	/	-3%	-4%	7.9µM*[quencher]
C/C(=C/C(=O)N1CCN(C)CC1)C(=O)O	9%	-1%	1%	4%	-1%	9%	2%	5%
O=c1c(/C=N/O)c(Nc2ccccc2)nc2ccccn12	?	6%	-5%	6%	-5%	8%	-2%	-9%
Cc1ccc2c(c1)c1c(c(=O)n(-c3cccc(Cl)c3)c(=O)n1CC(N)=O)n2C	/	/	/	-3%	8%	3%	1%	2%
Cc1cc(C)nc(SC(C)C(=O)O)n1 (centres undefined)	10%	3%	22%	1%	10%	-7%	-11%	10%
CNC(=O)NC(=O)CSc1nc2cc(C(=O)OC)ccc2c(=O)n1-c1ccccc1	?	1%	3%	6%	-4%	6%	-2%	-2%
Cc1[nH]c2ccccc2c1C(=O)CSC(=S)N1CCN(C)CC1	/	6%	-11%	?	-9%	9%	-6%	-21%
COc1ccc(CCNC(=O)c2ccc3c(c2)SC2=NS(=O)(=O)CCN23)cc1	/	5%	/	2%	-10%	-1%	-2%	-6%
CCOC(=O)C1CCCN(c2c(NCCN3CCCCC3C)c(=O)c2=O)C1 (centres undefined)	-1%	5%	-1%	3%	-12%	4%	3%	0%
Cc1cc(SCC(=O)c2ccccc2)nc(C)n1	?	7%	-1%	-2%	-9%	-9%	1%	-3%
COc1ccc(CCNC(=O)NCc2noc3ccc(C)cc23)c(OC)c1	/	/	/	5%	5%	4%	-2%	0%
FC(F)(F)c1cccc(-c2nn[nH]n2)c1	6%	4%	5%	3%	0%	4%	0%	-1%
CCOc1ccc(CC(=O)N2CCN=C2SC)cc1	1%	-4%	4%	?	-6%	3%	-8%	-9%
CC(=O)Nc1nonc1-c1ccccc1	5%	11%	-8%	-7%	4%	1%	0%	-1%
O=C(Nc1cc(Cl)cc(Cl)c1)c1cnn2cccnc12	4%	5%	/	6%	-14%	5%	-5%	-10%
Cc1cc(C)nc(NS(=O)(=O)c2ccc(NC(=O)c3ccc4c(c3)OCO4)cc2)n1	25µM*	15%	-13%	-6%	-14%	4%	2%	0%
Cc1c(O)nc(SC2CC(=O)N(c3ccccc3)C2=O)[nH]c1=O (centres undefined)	?	4%	/	4%	2%	-17%	-2%	2%
COC(=O)C1(C)C=C(Nc2ccc(OC)cc2)C(=O)N1c1ccc(OC)cc1 (centres undefined)	?	9%	/	-7%	-4%	-1%	0%	-5%
CCCNC(=O)OC[C@@H]1O[C@H](CCO/N=C\[C@@H](OC)[C@H](C)/C=C\CC(=O)OC)C=C[C@@H]1Oc1ccc(OC)cc1	-6%[13.5 µM]	4%[17.5 µM]	/	5%[11.6 µM]	-7%[11.5 µM]	0%[11.2 µM]	3%[11.2 µM]	-14%[11.6 µM]
CCCc1ccc(S(=O)(=O)N2CCC(Oc3ccc(-n4cnnn4)cc3)CC2)cc1	/	/	/	-4%	-12%	0%	1%	?
CC(N)=NCCCC[C@H](N)C(=O)O	-4%	6%	/	1%	-5%	4%	-1%	-2%
O=C(O)c1cccnc1SCc1cn2cc(Cl)ccc2n1	?	3%	13%	-14%	-8%	-3%	3%	-6%
Cc1ccc2oc(-c3cc(NC(=O)c4ncn[nH]4)ccc3O)nc2c1	?	6%	/	-1%	-7%	-8%	0%	-17%
COc1ccc(CCNC(=O)COc2cc(=O)n(C)c3ccccc23)cc1OC	-2%	0%	/	2%	-8%	-8%	-2%	0%
Cc1cnc(NC(=O)CSc2nnc(-c3cccs3)n2C)s1	6%	-5%	3%	-5%	-11%	-3%	4%	-3%

Some of the entries above, set out differently.
SMILES,ALDH1A1 inh,aGal spleen mod,L3MBTL1 inh,Tau fibril FP,Tau fibril ThT,TRb-SRC2 inh,TexasRed fluor,Tau fluor cs
COc1ccc(CCNC(=O)NCc2noc3ccc(C)cc23)c(OC)c1,/,/,/,5%,5%,4%,-2%,0%
Cc1cc(C(=O)NNc2c(Cl)cccc2Cl)no1,/,6%,8%,-1%,-6%,-2%,-4%,-6%
O=C(Nc1ccc(F)c(Cl)c1)Nc1csc2ccccc12,/,0%,/,?,/,-3%,-4%,7.9µM*[quencher]
O=C(CC1SC(=O)N(Cc2ccccc2Cl)C1=O)Nc1nccs1 (centres undefined),/,2%,/,?,/,-2%,0%,-9%
CCCc1ccc(S(=O)(=O)N2CCC(Oc3ccc(-n4cnnn4)cc3)CC2)cc1,/,/,/,-4%,-12%,0%,1%,?

(list continues)
SMILES	ALDH1A1 inh	aGal spleen mod	L3MBTL1 inh	Tau fibril FP	Tau fibril ThT	TRb-SRC2 inh	TexasRed fluor	Tau fluor cs
CCN(CC)c1ccc2cc(C#N)c(=O)oc2c1	9%	13%	13%	2%	?	-3%	-3%	1%
O=C(CSc1nnc(-c2ccccc2O)o1)Oc1ccc(Br)cc1	?	-4%	/	11%	-15%	-2%	0%	-3%
CCOC(=O)N1CCC(NC(=O)c2ccc3c(=O)n4c(nc3c2)CCCC4)CC1	2µM*	-14%	3%	4%	-3%	12%	0%	-10%
O=C(Nc1nnc(-c2ccccc2F)s1)C1CCN(S(=O)(=O)c2ccc(Cl)cc2)CC1	?	3%	5%	-11%	2%	12%	5%	-10%
NC(=O)C1=C[C@@H](c2ccc(C(F)(F)F)cc2)C[C@@H](OCCCCO)O1	-7%	-13%	6%	-11%	-16%	0%	-1%	-1%
CCN(CC)c1ncc(C#N)c(N)n1	/	-4%	3%	5%	-9%	4%	2%	-13%
COc1cc(OC)cc(-c2nc3nc(C)c(CCC(=O)Nc4ccc(C)cc4C)c(C)n3n2)c1	/	/	/	7%	?	-5%	-2%	-19%
COCCCNC(=S)Nc1ccc(C)cc1	/	10%	9%	7%	1%	7%	1%	-1%
Cc1ccc(-n2c(=O)c3sccc3n(CC(=O)N3CCCC3)c2=O)cc1	1%	12%	6%	4%	-10%	5%	-6%	-6%
CCOC(=O)C1=C(C)NC2=C(C(=O)CC(c3cccs3)C2)C1c1cccs1 (centres undefined)	-12%	11%	20%	10%	-3%	-2%	-1%	-16%
NC(=O)c1c(NC(NC(=O)c2ccco2)C(=O)c2ccc(Cl)cc2)sc2c1CCCC2 (centres undefined)	18µM*	-7%	/	-9%	25µM*	-17%	-3%	?
Cn1cc(Br)c(C(=O)NNC(=O)c2ccc(Br)cc2)n1	0%	-9%	4%	2%	-12%	3%	0%	-6%
CN1C(=O)N(C)C2(c3ccccc3)Nn3c(s/c(=C/c4ccccc4F)c3=O)=NC12c1ccccc1 (centres undefined)	13%	-4%	/	0%	-12%	-15%	1%	-3%
CCN(CC)S(=O)(=O)c1cccc(NN=c2c(=O)c3ccccc3c2=O)c1	/	-11%	19%	-1%	?	-7%	-9%	-29%
COc1ccc(C(C(=O)NC2CCCC2)N(Cc2ccccc2)C(=O)c2nsc(Cl)c2Cl)cc1 (centres undefined)	-2%	9%	4%	2%	-29%	-8%	-9%	-18%
CC(=O)N1N=C(c2ccc(NS(C)(=O)=O)cc2)CC1c1ccc2nccnc2c1 (centres undefined)	8%	4%	-3%	7%	8%	-2%	0%	12%
Cc1cc(C(=O)NCCc2ccc(Cl)cc2)c2c(C)nn(-c3ccccc3)c2n1	/	/	/	-11%	4%	-7%	-5%	-13%

High-throughput results (PubChem)
